CXXC DNA block: blocks binding of human MLL CXXC domain to DNA; AID 2662; hit rate 0.037% among 290,000; Q03164; Potency, µM (top dose mostly 115 µM), without a hit: at the top dose activity change, negative = inhibition, most hits filed as inhibitors; MLL-CXXC / FITC-HOXA9 DNA fluorescence polarization; active = well fitted inhibition curve with a large enough effect in the polarisation, with a control signal flat, not every such curve was filed as active; inconclusive = small, poorly fitted or top-dose-only effect, or effect the other way, or a change in a side signal; inactive = no such curve, though single readings can be large or run the other way; the % refers to the polarisation; note: potency is the fitted concentration of half-maximal effect
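Purified MLL-CXXC (added from a 7 uM solution) was preincubated 5 min at ambient with pinned compounds in 50 mM Tris-HCl pH 7.5, 50 mM NaCl, 1 mM DTT, 0.05% BSA. Fluorescein-labeled HOX-A9 DNA (50 nM solution) followed, 30 min, then polarization read.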
ASM inhibitor: inhibitors of human secretory acid sphingomyelinase; placental ASM, HMU-PC fluorogenic substrate, 60 min; Potency, µM (top dose mostly 57.5 µM), for the others: at the top dose activity change, negative = inhibition, most hits filed as inhibitors; hit rate 0.006% among 340,000; AID 504937; note: potency is the fitted concentration of half-maximal effect
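Fluorogenic HMU-PC substrate (9 uM final) is turned over by placental ASM in 60 min at 37 C after a 10 min compound preincubation. Reaction ended by alkaline stop (pH 10), with fluorescence read at 386/447 nm.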
AT treatment: candidate therapy for ataxia-telangiectasia; hit rate 0.19% among 320,000; Potency, µM (highest dose often 57.5 µM), inactives show top-dose activation, most hits filed as activators; […] A-T fibroblasts, KAP-1 phosphorylation AlphaLISA; neocarzinostatin DNA damage 30 min before lysis; AID 485349; note: potency is the fitted concentration of half-maximal effect; % of control where 0% means no effect; nearly all actives have a fitted effect of over 45% in size
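hTERT-immortalized A-T patient fibroblasts ([…]), 500 cells/well in OPTI-MEM, 1% FBS, got compounds for 60 min, then NCS for 30 min at 37C. Lysates were then assayed for phospho-KAP-1 by AlphaLISA (anti-pKAP1 donor, anti-KAP1 acceptor beads), 6 hr at 25C.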
Menin MLL FP TR: menin-MLL binding inhibition, Texas Red mutant peptide | O00255 | Menin + Texas Red MLL mutant peptide, fluorescence polarization | Potency, µM (highest dose often 61.6 µM), without a hit: top-dose FP activity change, negative = inhibition, actives largely listed as inhibitors | hit rate 0.23% among 270,000 | AID 1768; active = well fitted inhibition curve with a large enough effect in the polarisation, with a control signal flat, not every such curve was filed as active; inconclusive = small, poorly fitted or top-dose-only effect, or effect the other way, or a change in a side signal; inactive = no such curve, though single readings can be large or run the other way; the % refers to the polarisation; note: potency is the fitted concentration of half-maximal effect; % of control where 0% means no effect; many of its hits are not listed in these tables
Target sequence (O00255 whole entry, looked up): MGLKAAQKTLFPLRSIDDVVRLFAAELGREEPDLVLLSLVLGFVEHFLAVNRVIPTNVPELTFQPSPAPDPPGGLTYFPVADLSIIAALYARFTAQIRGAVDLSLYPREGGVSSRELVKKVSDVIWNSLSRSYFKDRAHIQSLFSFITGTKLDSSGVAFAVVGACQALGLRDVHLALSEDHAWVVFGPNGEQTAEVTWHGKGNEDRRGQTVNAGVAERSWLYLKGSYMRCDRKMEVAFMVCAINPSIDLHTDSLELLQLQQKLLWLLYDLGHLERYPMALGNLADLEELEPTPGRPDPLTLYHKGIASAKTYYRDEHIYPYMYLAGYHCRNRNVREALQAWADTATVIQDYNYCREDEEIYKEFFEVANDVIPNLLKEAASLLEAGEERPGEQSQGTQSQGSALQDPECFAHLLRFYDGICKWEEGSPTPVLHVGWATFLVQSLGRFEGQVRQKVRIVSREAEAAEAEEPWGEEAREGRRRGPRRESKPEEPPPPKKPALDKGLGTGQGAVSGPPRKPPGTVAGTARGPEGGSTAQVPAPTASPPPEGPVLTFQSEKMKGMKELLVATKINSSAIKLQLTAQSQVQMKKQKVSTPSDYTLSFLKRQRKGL
TCR act: activators of T cell receptors. Potency, µM (highest dose often 9.22 µM), inactives show at the highest dose activation of IL-2 secretion, most hits filed as activators. AID 504894. 330,000 tested, under 10 active. primary human leukocytes, anti-CD3, IL-2 HTRF, 48 h; note: % of control where 0% means no effect
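IL-2 release read by HTRF sandwich (Eu cryptate donor, d2 acceptor, 665 nm emission) after 48 hr exposure of primary human leukocytes to compound together with anti-CD3 beads in the absence of co-stimulatory signals.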
TSHR antag: human thyrotropin receptor antagonism; P16473; TSHR-expressing cells, TSH-stimulated cAMP HTRF, 2 h; stronger effect = lower value; activity change, negative = inhibition, % at 11.5 µM; hit rate 0.2% among 330,000; AID 504810;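 active = activity change below a set negative limit, meaning inhibition stronger than a set level, cut at about -70% in these data; inconclusive = activity change between two set negative limits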; note: % is set by controls: 0 for no effect and ±100 for the full control effect
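TSHR-expressing cells, 200/well, pre-treated with compound, then stimulated with EC80 TSH (4nM final) for 2 hours at 37 deg C. cAMP measured by competitive HTRF: anti-cAMP cryptate antibody in lysis buffer plus cAMP-d2, read after 30 minutes at room temperature.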
a7 integrin act: integrin-mediated muscular dystrophy alleviation activation; alpha7betagal myoblasts, beta-gal FDG fluorescence, 48 h; Potency, µM (titrated, usually from 38.3 µM), for the others: at the highest dose activation, usual class: activators; hit rate 0.064% among 350,000; AID 624291;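 note: potency is the fitted concentration of half-maximal effect; 100% = response of the positive control SU9516; nearly all actives have a fitted effect of over 60% in size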
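alpha7betagal+/- myoblasts (passage 13, 250/well) treated 48 h at 37C with compounds at 1:260 dilution of DMSO stock. Lysed, then beta-galactosidase activity read as FDG fluorescence (ex 480/em 540) after 30 min, with pre-read for autofluorescence.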
Mito fusion act: blocks mitochondrial division or promotes mitochondrial fusion; S. cerevisiae fusion-defective mutant growth rescue, CellTiterGlo 48 h; Potency, µM (doses to about 46.1 µM), inactives show at the top dose growth rescue (activation), most hits filed as activators; hit rate 0.23% among 320,000;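 note: potency is the fitted concentration of half-maximal effect; % of control where 0% means no effect; nearly all actives have a fitted effect of over 45% in size; temperature-sensitive fusion mutants such as fzo1-1 at 37 °C on non-fermentable ethanol glycerol medium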
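Compounds are tested for their ability to restore growth of mitochondrial fusion-defective yeast strains at non-permissive 37C in YPEG medium over 48 hours. Viability is quantified by luciferase luminescence.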
TSG101-PTAP inh: blocks PTAP/TSG101 interaction to inhibit HIV-1 budding; Fluorescence polarization, FITC-PTAP peptide / Tsg101 binding; 340,000 tested, under 10 active; Q99816; Potency, µM (highest dose often 115 µM), without a hit: top-dose activity change, negative = inhibition, hits mostly inhibitors; active = well fitted inhibition curve with a large enough effect in the main read-out, with a control signal flat, not every such curve was filed as active; inconclusive = small, poorly fitted or top-dose-only effect, or effect the other way, or a change in a side signal; inactive = no such curve, though single readings can be large or run the other way; note: potency is the fitted concentration of half-maximal effect; % of control where 0% means no effect
Target sequence (Q99816 whole entry, looked up): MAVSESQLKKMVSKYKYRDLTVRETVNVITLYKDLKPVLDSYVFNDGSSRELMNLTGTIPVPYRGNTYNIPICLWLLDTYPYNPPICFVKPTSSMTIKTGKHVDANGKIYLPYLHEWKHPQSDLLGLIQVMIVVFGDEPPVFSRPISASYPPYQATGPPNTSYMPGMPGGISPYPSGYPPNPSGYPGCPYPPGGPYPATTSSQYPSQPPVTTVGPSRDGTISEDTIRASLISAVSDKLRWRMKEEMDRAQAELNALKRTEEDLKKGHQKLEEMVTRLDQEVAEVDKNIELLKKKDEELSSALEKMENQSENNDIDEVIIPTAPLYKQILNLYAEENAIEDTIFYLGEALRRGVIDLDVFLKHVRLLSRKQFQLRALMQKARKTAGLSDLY
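Fluorescence anisotropy tracks displacement of a FITC-tagged PTAP peptide (50 nM) from the Tsg101 binding domain (10 uM), following a 20 min room-temperature incubation at pH 7.5.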
MBNL1 CUG block: MBNL1-poly(CUG) RNA binding inhibition | Q9NR56 | hit rate 0.036% among 280,000 | AID 2675 | TR-FRET MBNL1-His/biotin-(CUG)12 binding, 665/545 ratio | Potency, µM (top dose mostly 57.5 µM), inactives show at the highest dose activity change, negative = inhibition, most hits filed as inhibitors; active = well fitted inhibition curve with a large enough effect in the signal ratio, with a control signal flat, not every such curve was filed as active; inconclusive = small, poorly fitted or top-dose-only effect, or effect the other way, or a change in a side signal; inactive = no such curve, though single readings can be large or run the other way; the % refers to the signal ratio; note: potency is the fitted concentration of half-maximal effect; % is set by controls: 0 for no effect and ±100 for the full control effect
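Inhibition of protein-RNA binding appears as loss of TR-FRET between terbium anti-His antibody on MBNL1-His and streptavidin-XL665 on biotin-(CUG)12. Activity is normalized to buffer-only and uninhibited-complex controls.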
Starred values were filed as active, the others as inactive; ? = inconclusive; . = no result given; [ ] = dose if it differs, or a comment. Unless noted, calls come from the whole dose curve; as a rule, active = well fitted curve in the direction sought with a large enough effect; inconclusive = small, poorly fitted or top-dose-only effect, or another doubt; inactive = no such curve, though single readings can be large; an effect the other way counts as inactive or inconclusive. Only part of the results is shown; count on the stated rates, not on these rows.

SMILES	CXXC DNA block	ASM inhibitor	AT treatment	Menin MLL FP TR	TCR act	TSHR antag	a7 integrin act	Mito fusion act	TSG101-PTAP inh	MBNL1 CUG block
COCCNC(=O)NC1(C(F)(F)F)Oc2ccc(Cl)cc2O1 (configuration not stated)	-13%	1%	-4%	1%	.	1	0%	0%	-2%	-4%
COc1ccc(S(=O)(=O)N2CCCC2CNC(=O)C(=O)NCc2ccc(C)cc2)cc1 (configuration not stated)	.	-3%	8%	.	2%	4	-2%	4%	-7%	.
Cc1ccc(C)c(S(=O)(=O)N2CCCCC2CCNC(=O)C(=O)NCc2ccccc2)c1 (configuration not stated)	.	0%	3%	.	2%	-7	-20%	9%	0%	.
O=C(Nc1nc2ccccc2[nH]1)c1ccccc1	1%	-2%	1%	2%	6%	-7	9%	0%	-1%	-6%
COc1ccc(CCN(C)C(=O)c2cc(-c3ccc(C)cc3)nc3ccccc23)cc1OC	.	1%	.	.	-26%	.	-20%	.	-5%	.
CC1(C)CC(=O)C(C=NCCCN2CCOCC2)=C(O)C1	-8%	5%	.	9%	5%	4	29%	-3%	-6%	-7%
Cc1ccc(OC(=O)c2ccc3c(=O)n4c(nc3c2)CCC4)cc1	.	-5%	14%	.	-1%	-16	29%	22%	-2%	.
CCOC(=O)c1c(CSc2ccccc2)n(C)c2ccc(O)cc12	-1%	-11%	-9%	32%[activator]	3%	-6	?	16%	0%	-8%
COc1ccccc1NC(=O)CN(Cc1ccccc1)S(C)(=O)=O	-6%	4%	3%	4%	-1%[46.1 µM]	-5	17%	-1%	-1%	-12%
COc1ccc(-c2n[nH]c(=S)n2CC(C)C)cc1	6%	0%	2%	0%	-1%	-4	-16%	2%	-11%	-1%
COc1ccc(CCC(=O)Nc2cccc(S(=O)(=O)N3CCOCC3)c2)cc1OC	.	0%	3%	.	-3%	-12	-22%	-2%	0%	.
COc1ccc(S(=O)(=O)N2CCCC(C(=O)Nc3ccc4c(c3)OCCO4)C2)cc1 (configuration not stated)	-1%	0%	1%	16%	-7%[46.1 µM]	7	11%	1%	-14%	-4%
Cc1cc(C)c(OCC(=O)OCC(=O)NCCC2=CCCCC2)c(C)c1	.	0%	19%	.	9%	11	-2%	1%	-4%	.
C=CCc1cccc2cc(C(=O)O)c(=O)oc12	-1%	0%	.	3%	3%	-8	2%	-2%	-1%	7%
COc1ccccc1CNC(=O)c1ccc(NC(=O)CC2SC(N3CCCC3)=NC2=O)cc1 (configuration not stated)	.	0%	7%	.	0%	9	33%	.	-5%	.
CCC(CC)c1nnc(NC(=O)/C=C/c2ccco2)s1	-3%	0%	-1%	0%	-2%	5	-18%	10%	-1%	.
COc1ccc(CCNc2oc(-c3ccccc3OC)nc2C#N)cc1	0%	-3%	-22%	24%	-3%	-5	24%	13%	-2%	2%
Cc1ccc(-n2nc(C)c3onc(C)c3c2=O)cc1	0%	-1%	1%	.	4%	-1	3%	-1%	-4%	.
Cc1ccc(S(=O)(=O)N2CCOCC2)cc1C(=O)NC1CCN(Cc2ccccc2)CC1	.	25%	.	.	-4%	.	-23%	.	-12%	.
Cc1cccc(C)c1NC(=O)CSCC(=O)c1ccc(O)c(O)c1	2%	8%	-5%	12%	3%	7	-34%	-1%	4%	-2%
CCOc1ccc(N(C(C)C(=O)N2CCCCCC2)S(C)(=O)=O)cc1 (configuration not stated)	1%	1%	2%	-9%	4%	4	-20%	3%	-5%	-1%
COc1ccc(C2NC(C(=O)O)CS2)cc1COCC(F)(F)F (configuration not stated)	0%	0%	-1%	2%	0%	16	19%	-1%	0%	-2%
CCOc1ccccc1OCC(=O)OCC(=O)c1c(C)[nH]c2ccccc12	.	-2%	6%	.	0%	-6	6%	6%	-5%	.
Cc1cc2nnc(SCC(=O)NCC3CCCO3)n2c2ccccc12 (configuration not stated)	-1%	6%	-2%	-18%	0%	12	24%	0%	-5%	0%
Cn1nc(-c2ccc(Cl)cc2)nc2c(=O)n(C)c(=O)nc1-2	32µM*	.	19%	?	.	-21	.	-37%[inhibitor]	.	?
Cc1ccc(S(=O)(=O)NCC(=O)Nc2cccnc2)cc1C	.	2%	5%	.	-2%	22	-11%	.	-2%	.
CC(C)c1ccc(OCc2cccc(C(=O)N/N=C/c3cccnc3)c2)cc1	2%	-25%	.	10%	-2%[46.1 µM]	-10	-8%	27%	0%	-5%
O=C(N/N=C1\CCc2ccccc21)c1ccccc1Cl	11%	2%	-3%	-3%	8%[46.1 µM]	2	-7%	1%	-1%	-8%
OC(c1ccccc1)(C1CCCCC1)C(CN1CCOCC1)c1ccccc1 (configuration not stated)	6%	1%	3%	?	3%	-4	-10%	-10%	-2%	-2%
O=C(c1ccccc1)N(C(=O)c1ccccc1)c1ncnc2c1C(c1ccccc1)c1c(ccc3ccccc13)O2 (configuration not stated)	.	0%	-3%	.	0%	14	.	12%	1%	.
C/C(=N\NC(=O)c1ccccc1)c1nc2ccccc2n1C	5%	4%	-1%	-11%	1%[46.1 µM]	6	15%	4%	-3%	-24%
O=c1c2c(nc3cc(-c4cccc(Cl)c4)[nH]n13)CCCC2	-7%	-1%	2%	-7%	3%	23	-3%	3%	-2%	-9%
COc1ccc(CCC(=O)NNC(=O)Nc2cccc(Cl)c2)cc1	0%	-1%	-3%	5%	-6%	-7	-1%	0%	-5%	5%
Cc1ccccc1N1C(=O)C(Cl)=C(N2CCCCCC2)C1=O	-1%	-8%	8%	-6%	10%	-3	-18%	?	-7%	26%
COc1ccccc1/C=C(\NC(=O)c1ccc(OC)c(OC)c1)C(=O)Nc1ccc([N+](=O)[O-])cc1	-2%	-3%	-1%	-2%	10%	6	-11%	-5%	0%	.
CCN1C(=O)N[C@@H](c2cccs2)C(C(C)=O)=C1C	13%	2%	3%	-5%[11.7 µM]	-6%	-3	10%	0%	-9%	-13%
CN(C)CCNC(=O)C(=O)Nc1cc2c3c(c1)CCC(=O)N3CCC2	6%	0%	16%	.	10%	-10	-10%	-3%	0%	-10%
Cc1ccc(Oc2nnc(-c3cccs3)c3ccccc23)cc1	?	-5%	8%	-21%	-1%[46.1 µM]	22	10%	2%	2%	17%
Cc1ccc(NC(=O)NNC(=O)c2sccc2-n2cccc2)cc1	0%	-1%	-4%	-1%	2%	6	-23%	1%	-4%	-12%
COc1ccc(C2(CNC(=O)c3cccc([N+](=O)[O-])c3)CCOCC2)cc1OC	8%	-1%	-2%	-12%	1%[46.1 µM]	-1	11%	0%	0%	?
CCC1CCc2c([nH]c3ccccc3c2=O)O1 (configuration not stated)	7%	3%	3%	-1%	0%[46.1 µM]	3	-3%	0%	0%	-10%
O=C(Nc1ccc(S(=O)(=O)N2CCCC2)cc1)c1cc(F)c(F)cc1Cl	11%	-1%	5%	.	-1%	-13	-13%	-10%	-1%	3%

5 entries picked at random from the list so far, as already listed:
SMILES	CXXC DNA block	ASM inhibitor	AT treatment	Menin MLL FP TR	TCR act	TSHR antag	a7 integrin act	Mito fusion act	TSG101-PTAP inh	MBNL1 CUG block
Cc1ccc(NC(=O)NNC(=O)c2sccc2-n2cccc2)cc1	0%	-1%	-4%	-1%	2%	6	-23%	1%	-4%	-12%
COc1ccc(CCC(=O)NNC(=O)Nc2cccc(Cl)c2)cc1	0%	-1%	-3%	5%	-6%	-7	-1%	0%	-5%	5%
CN(C)CCNC(=O)C(=O)Nc1cc2c3c(c1)CCC(=O)N3CCC2	6%	0%	16%	.	10%	-10	-10%	-3%	0%	-10%
COc1ccccc1/C=C(\NC(=O)c1ccc(OC)c(OC)c1)C(=O)Nc1ccc([N+](=O)[O-])cc1	-2%	-3%	-1%	-2%	10%	6	-11%	-5%	0%	.
Cc1ccc(Oc2nnc(-c3cccs3)c3ccccc23)cc1	?	-5%	8%	-21%	-1%[46.1 µM]	22	10%	2%	2%	17%

Screens as filed in PubChem BioAssay.
